Assay outcomes deposited in PubChem BioAssay by NCI.
All columns: NCI-60 one-dose screen, growth in % after 48 h at 10 µM unless noted; 100 = growth as untreated, 0 = no growth, -100 = all killed.
MCF7 – MCF7 breast cancer | 82,000 tested, 6.3% active
MDA-MB-468 – MDA-MB-468 breast cancer. 78,000 tested, 8.5% active. AID 2202374
HS 578T – HS 578T breast cancer; 78,000 tested, 4.1% active
SR – SR leukemia cells; 73,000 tested, 8.7% active
K-562 – K-562 leukemia. 78,000 tested, 7.4% active. AID 1794777
BT-549 – BT-549 breast cancer; 78,000 tested, 4.4% active; AID 1794793
T-47D – T-47D breast cancer. 79,000 tested, 5% active
MDA-MB-231 – MDA-MB-231 breast cancer; 81,000 tested, 5% active; AID 1794789
The depositor's hits bear a star; · = no result given; & = joins results of further samples. The calls were made as follows: active = growth percent below 10; inactive = the rest.

#1 C/C(=N\Nc1ccc(Cl)cn1)c1ccc2ccccc2n1
#2 CSc1ccc(-c2nc3ccccc3[nH]2)cc1
#3 CNC(=O)c1cc(N2CCc3cc(NC(=O)c4ccc(N5CCOCC5)c(C(F)(F)F)c4)ccc32)ccn1
#4 O=C(Nc1ccc(C2CCNCC2)cn1)c1ccccc1
#5 COc1ccc2nc(NC(=O)c3cccnc3Nc3ccc(S(N)(=O)=O)cc3)sc2c1

Assay by compound	1	2	3	4	5
MCF7	7.1*	76	76	97	110
MDA-MB-468	-20*	108	79	102	·
HS 578T	38	106	54	99	97
SR	5.6*	·	16	86	60
K-562	6.0*	·	34	97	71
BT-549	22	95	32	109	85
T-47D	·	75	29	101	85
MDA-MB-231	31	97	70	97	106

#6 Clc1ccc(CNc2ncnc3[nH]ncc23)c(Cl)c1
#7 Fc1ccc(-c2cn3nc(-c4c[nH]c5ccc(Br)cc45)sc3n2)cc1
#8 N#CCC(=O)NNc1nc2ccccc2nc1Cl
#9 CCOC(=O)NC1=NCC(C)(C)S1
#10 O=C(NC1CCc2ccccc21)c1ccccc1 (configuration not stated)

Assay by compound	6	7	8	9	10
MCF7	110	60	90	100	94
MDA-MB-468	65	101	112	·	98
HS 578T	91	91	97	99	110
SR	109	90	85	104	99
K-562	90	68	100	88	105
BT-549	86	97	100	106	108
T-47D	74	37	95	94	108
MDA-MB-231	89	78	89	101	105

#11 CC(=O)c1c(-c2ccccc2C(=O)O)nc2c(-c3nc4ccccc4s3)c(Nc3ccccc3)nn2c1C
#12 CCOC(=O)Nc1cc(C(F)(F)F)cc(C(F)(F)F)c1
#13 Cc1cccc2c(=O)c3ccccc3oc12
#14 Cn1cc(-c2nn3cc(-c4cccs4)nc3s2)c2cc(Cl)ccc21
#15 Cn1ncc2c(Nc3ccc(Br)cc3)ncnc21

Assay by compound	11	12	13	14	15
MCF7	78	94	94&91	56	88
MDA-MB-468	91	103	105&108	77	107
HS 578T	95	101	98&95	88	95
SR	98	106	105&94	79	108
K-562	87	119	105&97	97	98
BT-549	103	93	110&83	105	105
T-47D	81	98	102	56	85
MDA-MB-231	80	102	99	81	110

#16 C[N+]1(CCc2ccccc2)CCC(CCC2CC[N+](C)(CCc3ccccc3)CC2)CC1 (configuration not stated)
#17 CC(=O)N1N=C(c2ccc(Nc3nc(Nc4ccc(Cl)cc4)nc(Nc4ccc(Cl)cc4)n3)cc2)CC1c1ccc([N+](=O)[O-])cc1 (configuration not stated)
#18 O=C(Cc1ccccc1Nc1c(Cl)cccc1Cl)NN1C(=O)/C(=C/N2N=C(c3ccc4ccccc4c3)CC2c2ccc(F)cc2)SC1=S (configuration not stated)
#19 COc1ccc2[nH]c(=O)c(/C=C/C(=O)c3ccc(Nc4nccc(-c5ccc(Cl)cc5)n4)cc3)cc2c1
#20 Cc1c2c(c(C)c3c1oc1ccc(O)cc13)C(=O)N(CCN1CCOCC1)C2=O

Assay by compound	16	17	18	19	20
MCF7	99	38	88	86	105
MDA-MB-468	29	·	107	101	112
HS 578T	103	70	97	86	91
SR	120	46	86	76	75
K-562	129	43	104	95	91
BT-549	106	72	110	102	98
T-47D	102	37	87	102	95
MDA-MB-231	101	61	99	89	79

#21 COc1cc2cc3c(=O)n4c(cc5cc(Cl)ncc54)c(=O)n3c2cn1
#22 N#C/C(C(=O)Nc1ccc(S(N)(=O)=O)cc1)=C1\C(=O)N(Cc2ccccc2)c2ccccc21
#23 NC1CCCCCC1
#24 CC(=O)Cc1nsc(NC(=O)c2ccoc2COc2ccc(C)cc2)n1
#25 O=C(O)/C=C\c1cccc([N+](=O)[O-])c1

Assay by compound	21	22	23	24	25
MCF7	96	96	103	89	96
MDA-MB-468	96	87	112	109	96
HS 578T	105	96	105	102	91
SR	82	96	101	102	98
K-562	89	74	92	100	97
BT-549	107	92	99	105	105
T-47D	90	55	95	94	90
MDA-MB-231	109	98	105	107	102

#26 CCOc1ccc(-c2nn(-c3ccccc3)cc2/C=C2\SC(=S)N(CCCC(=O)O)C2=O)cc1[N+](=O)[O-]
#27 O=S(=O)(O)c1cccc(Nc2ccc3ccccc3c2)c1
#28 O=C(O)CC1C=CCC1 (configuration not stated)
#29 O=C1/C(=C\c2cccn2C(=O)c2ccccc2)c2ccccc2N1c1c(Cl)cccc1Cl
#30 O=c1nc(NC2CCCC2)nc(-c2ccc(C(F)(F)F)cc2)[nH]1

Assay by compound	26	27	28	29	30
MCF7	73	99	92	30	84
MDA-MB-468	70	105	123	47	115
HS 578T	74	97	120	96	111
SR	43	92	71	25	88
K-562	81	99	89	17	96
BT-549	59	98	112	102	103
T-47D	73	90	100	66	88
MDA-MB-231	78	90	111	75	113

#31 CN(C)CCC(=O)c1cccc([N+](=O)[O-])c1
#32 CCN(CC)CCOc1ccc(C(=O)CCc2ccccc2)cc1
#33 CCCNC(=S)Nc1ccccc1
#34 COc1ccc(CN2c3ccccc3CCc3ccccc32)cc1F
#35 O=S(=O)(NCCNc1nccc(-c2c(-c3ccccc3)nc3sccn23)n1)c1ccc(F)cc1

Assay by compound	31	32	33	34	35
MCF7	91	86	93	20	23
MDA-MB-468	88	101	98	4.5*	38
HS 578T	86	108	114	30	78
SR	64	110	122	12	38
K-562	94	98	110	6.0*	39
BT-549	108	90	137	54	55
T-47D	90	100	93	47	46
MDA-MB-231	111	82	110	17	51

#36 Nc1c(C(=O)Nc2ccc3c(c2)OCCO3)sc2nc3c(cc12)CN(Cc1ccccc1)CC3
#37 COc1ccc2c(c1)C(=Nc1ccc(O)cc1)C(=O)N2
#38 CC(Sc1nc2sc3c(c2c(=O)n1-c1ccc(Cl)cc1)CCCC3)C(=O)Nc1nc(-c2cccc(Br)c2)cs1 (configuration not stated)
#39 COC(=O)C1C2CC3c4[nH]c5cc(OC)ccc5c4CCN3CC2CC(OC(=O)CCc2cc(OC)c(OC)c(OC)c2)C1OC (configuration not stated)
#40 C#C[C@]1(CO)O[C@@H](n2cnc3c(N)nc(OC)nc32)C[C@@H]1O

Assay by compound	36	37	38	39	40
MCF7	95	91	91	77	95
MDA-MB-468	105	101	103	87	99
HS 578T	101	103	100	72	104
SR	104	101	94	92	101
K-562	85	95	102	86	107
BT-549	88	107	97	82	89
T-47D	104	102	99	·	103
MDA-MB-231	90	97	98	81	90

#41 O=C1Nc2ccccc2/C1=C\c1nc(C2CCN(S(=O)(=O)c3ccc(F)cc3)CC2)n2ccccc12
#42 O=C(O)CCN1C(=O)/C(=C/c2cnc(CO)s2)SC1=S
#43 O=C(CCCCC(=O)Oc1c(Cl)cc(Cl)cc1[N+](=O)[O-])Oc1c(Cl)cc(Cl)cc1[N+](=O)[O-]
#44 CC1C=CC(C(N)C(=O)O)O1 (configuration not stated)
#45 OC(C#Cc1ccccc1)(C#Cc1ccccc1)/C=C/c1ccccc1

Assay by compound	41	42	43	44	45
MCF7	49	102	86	95	31
MDA-MB-468	71	98	113	·	74
HS 578T	19	93	105	99	94
SR	·	92	85	100	58
K-562	57	97	86	100	44
BT-549	2.1*	105	·	113	83
T-47D	48	104	102	95	·
MDA-MB-231	33	101	106	98	·

#46 COc1ccc(NC(=O)[C@H](C)N)cc1C(=O)Nc1cccc(-c2cc(=O)c3c(OC)c(OC)c(OC)cc3o2)c1
#47 OCC1CCCC1
#48 O=C(O)C1=CSC[C@@H](C(=O)O)N1
#49 O=C(NNc1nc2cc(F)c(F)cc2n2c(CN3CC4CNCC4C3)ccc12)c1ncccn1 (configuration not stated)
#50 Cn1c(N2NC(=O)CC2=O)nc(-c2ccccc2)c(C#N)c1=O

Assay by compound	46	47	48	49	50
MCF7	58	101	100	9.7*	98
MDA-MB-468	58	109	98	-11*	81
HS 578T	28	107	98	71	63
SR	36	89	93	1.3*	109
K-562	53	88	94	9.2*	·
BT-549	78	101	98	28	112
T-47D	41	95	86	14	96
MDA-MB-231	62	115	114	39	104

#51 O=C1NC(=O)C(c2ccccc2)(c2ccccc2)N1S(=O)(=O)c1ccccc1
#52 COC(=O)C(CC(=O)c1ccc(-c2ccccc2)cc1)c1ccccc1 (configuration not stated)
#53 Nc1ccc(/C=C2\C=Cc3ccccc32)cc1
#54 c1ccc(C(c2nc3ncncc3[nH]2)N2CSc3nc4ccccc4n3C2)cc1 (configuration not stated)
#55 CCCCCCCCCCCCCCCCOc1ccc(S(=O)(=O)N(C)C)cc1[N+](=O)[O-]

Assay by compound	51	52	53	54	55
MCF7	89	16	42	95	96
MDA-MB-468	96	53	93	95	84
HS 578T	98	72	76	108	80
SR	101	24	76	111	82
K-562	97	21	·	96	112
BT-549	120	71	79	102	97
T-47D	101	52	65	110	·
MDA-MB-231	107	66	82	99	89

#56 O=C(O)C(c1ccccc1)C(O)C1CCCCC1 (configuration not stated)
#57 NC(=O)c1ccc(Cl)nc1
#58 CC1(C)CCCN1CCCN1c2ccccc2Sc2ccc(Cl)cc21
#59 N#Cc1c(-c2cccs2)cc(-c2cnccn2)nc1SCC(=O)N/N=C/c1cccs1
#60 O=C(/C=C(\Nc1ccccc1)c1ccccc1)c1cn(-c2ccc([N+](=O)[O-])cc2)nn1

Assay by compound	56	57	58	59	60
MCF7	96	90	45	32	103
MDA-MB-468	98	96	38	65	·
HS 578T	101	102	77	59	63
SR	97	101	36	75	69
K-562	108	104	14	63	74
BT-549	116	·	56	42	110
T-47D	101	98	69	50	96
MDA-MB-231	106	109	46	40	103

Twelve entries already listed, ordered by length of the SMILES, descending.
#46 COc1ccc(NC(=O)[C@H](C)N)cc1C(=O)Nc1cccc(-c2cc(=O)c3c(OC)c(OC)c(OC)cc3o2)c1
#49 O=C(NNc1nc2cc(F)c(F)cc2n2c(CN3CC4CNCC4C3)ccc12)c1ncccn1 (configuration not stated)
#55 CCCCCCCCCCCCCCCCOc1ccc(S(=O)(=O)N(C)C)cc1[N+](=O)[O-]
#59 N#Cc1c(-c2cccs2)cc(-c2cnccn2)nc1SCC(=O)N/N=C/c1cccs1
#51 O=C1NC(=O)C(c2ccccc2)(c2ccccc2)N1S(=O)(=O)c1ccccc1
#52 COC(=O)C(CC(=O)c1ccc(-c2ccccc2)cc1)c1ccccc1 (configuration not stated)
#50 Cn1c(N2NC(=O)CC2=O)nc(-c2ccccc2)c(C#N)c1=O

Assay by compound	46	49	55	59	51	52	50
MCF7	58	9.7*	96	32	89	16	98
MDA-MB-468	58	-11*	84	65	96	53	81
HS 578T	28	71	80	59	98	72	63
SR	36	1.3*	82	75	101	24	109
K-562	53	9.2*	112	63	97	21	·
BT-549	78	28	97	42	120	71	112
T-47D	41	14	·	50	101	52	96
MDA-MB-231	62	39	89	40	107	66	104

#58 CC1(C)CCCN1CCCN1c2ccccc2Sc2ccc(Cl)cc21
#56 O=C(O)C(c1ccccc1)C(O)C1CCCCC1 (configuration not stated)
#48 O=C(O)C1=CSC[C@@H](C(=O)O)N1
#57 NC(=O)c1ccc(Cl)nc1
#47 OCC1CCCC1

Assay by compound	58	56	48	57	47
MCF7	45	96	100	90	101
MDA-MB-468	38	98	98	96	109
HS 578T	77	101	98	102	107
SR	36	97	93	101	89
K-562	14	108	94	104	88
BT-549	56	116	98	·	101
T-47D	69	101	86	98	95
MDA-MB-231	46	106	114	109	115

The list goes on:
#61 COc1ccccc1/C=C1\SC(=S)NC1=O
#62 OC(COc1ccccc1)COc1ccccc1
#63 COc1ccc2nc3cc(Cl)ccc3c(Nc3cc(C(C)C)c(O)cc3C)c2c1
#64 Cn1cc(-c2nc3c(F)cc4[nH]ncc4c3c3c2CCCC3)c(C(F)(F)F)n1
#65 O=C(CCCCCCN1CC(=O)N2[C@@H](c3ccc(Cl)c(Cl)c3)c3[nH]c4ccccc4c3C[C@H]2C1=O)NO

Assay by compound	61	62	63	64	65
MCF7	95&102	109	16	25	29
MDA-MB-468	123&108	·	·	33	·
HS 578T	98&98	112	66	18	65
SR	91&95	·	17	-31*	7.6*
K-562	104&110	95	19	19	18
BT-549	98&124	111	57	4.2*	64
T-47D	95	100	14	40	28
MDA-MB-231	109&91	102	38	49	44

#66 CC(=O)CC(=O)NC1CCc2ccccc21 (configuration not stated)
#67 NC(CO)Cc1cnc[nH]1 (configuration not stated)
#68 CCN1CCN(Cc2ccc(C(=O)N=Nc3c(O)[nH]c4ccc(F)cc34)cc2C(F)(F)F)CC1
#69 O=CNCCc1ccccc1
#70 C[n+]1ccc(NC(=O)c2ccc(NC(=O)c3cccc(C(=O)Nc4ccc(C(=O)Nc5cc[n+](C)cc5)cc4)c3)cc2)cc1

Assay by compound	66	67	68	69	70
MCF7	107	97	91	95	104
MDA-MB-468	100	·	100	98	78
HS 578T	102	94	113	102	108
SR	103	88	103	·	·
K-562	106	90	109	90	103
BT-549	114	108	110	97	105
T-47D	106	105	107	101	100
MDA-MB-231	104	97	110	105	81

#71 O=S(=O)(Oc1ccc(-c2cn3ccoc3n2)cc1)C1CCCCC1
#72 CCSc1nc(NC)cc(N(C)C)n1
#73 O=C(c1ccccc1)C1C(c2ccccc2)C1[N+](=O)[O-] (configuration not stated)
#74 Nc1ccc2c(c1)c(N)nn2C(=O)Nc1ccc(Cc2ccccc2)cc1

Assay by compound	71	72	73	74
MCF7	87	91	96	64
MDA-MB-468	92	95	·	98
HS 578T	102	100	105	101
SR	86	96	102	·
K-562	89	89	95	-5.7*
BT-549	125	108	78	86
T-47D	96	104	83	60
MDA-MB-231	105	97	95	61
